High-throughput results (PubChem BioAssay)
NTMT1 inhibitor – inhibitors of human N-terminal methyltransferase NTMT1; Q9BV86; NTMT1 MTase-Glo SAH luminescence, purified enzyme; Potency, µM (series often up to 114 µM), for the others: at the top dose activity change, negative = inhibition, most hits filed as inhibitors; 59,000 tested, 2.5% active; AID 1645870;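 also: potency is read from the fitted curve at half-maximal effect; plate controls were DMSO vehicle for no effect and no enzyme for full effect; nearly all actives have a fitted effect of over 65% in size; many of its hits are not listed in these tables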
Target sequence (Q9BV86 whole entry, looked up): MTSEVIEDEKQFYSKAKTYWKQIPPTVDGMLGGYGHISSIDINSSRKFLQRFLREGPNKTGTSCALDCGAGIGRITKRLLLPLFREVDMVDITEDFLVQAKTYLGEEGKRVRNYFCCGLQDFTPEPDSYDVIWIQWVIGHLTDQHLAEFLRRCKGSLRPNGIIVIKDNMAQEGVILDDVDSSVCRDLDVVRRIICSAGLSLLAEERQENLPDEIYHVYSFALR
FH mod – Identification of activators of human fumarate hydratase by quantitative high-throughput screening | 54,000 tested, 0.22% active | FH coupled MDH/diaphorase resazurin fluorescence, 15 min | Fumarate hydratase, mitochondrial (Homo sapiens), P07954 | AID 1347055, 2019 | Potency, µM (series often up to 79.9 µM), without a hit: at the top dose activity change, negative = inhibition, hits mostly inhibitors; also: potency is read from the fitted curve at half-maximal effect; % is scaled to controls: 0 for no effect and ±100 for the full control effect; the screen sought activators but most active calls are inhibition curves; nearly all actives have a fitted effect of over 45% in size
Target sequence (P07954 whole entry, looked up): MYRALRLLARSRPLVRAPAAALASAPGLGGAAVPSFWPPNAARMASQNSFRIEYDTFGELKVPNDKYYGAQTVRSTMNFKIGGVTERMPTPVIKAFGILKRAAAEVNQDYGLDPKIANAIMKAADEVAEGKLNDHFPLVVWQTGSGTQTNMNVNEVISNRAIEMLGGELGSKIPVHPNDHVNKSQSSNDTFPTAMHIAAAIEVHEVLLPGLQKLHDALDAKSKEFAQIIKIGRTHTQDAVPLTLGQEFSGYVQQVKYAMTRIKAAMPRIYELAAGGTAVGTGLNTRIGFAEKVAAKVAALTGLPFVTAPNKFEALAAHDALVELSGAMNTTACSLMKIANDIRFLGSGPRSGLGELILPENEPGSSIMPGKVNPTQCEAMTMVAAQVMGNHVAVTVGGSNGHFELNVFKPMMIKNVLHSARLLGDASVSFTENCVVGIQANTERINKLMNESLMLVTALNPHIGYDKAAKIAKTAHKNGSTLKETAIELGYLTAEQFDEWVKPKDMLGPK
GALK inhibitor – inhibits human galactokinase; P51570; recombinant GALK, Kinase-Glo ATP luminescence, 1 h; Potency, µM (highest dose often 57.5 µM), inactives show at the top dose activity, negative = inhibition, actives largely listed as inhibitors; 44,000 tested, under 10 active;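 also: plate controls were full GALK reaction for no effect and reaction lacking GALK for full effect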
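Human GALK (5 nM) was incubated with 35 uM ATP and 100 uM galactose in 20 mM HEPES pH 8.0 with MgCl2, NaCl, DTT and BSA for 1 h at room temperature. Remaining ATP was measured by Kinase-Glo Plus luminescence.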
p53null 39C tox – kills p53 null cells at the nonpermissive temperature. H1299 p53-null (neo) cells, 39C, ATPlite viability, 24 h. AID 904. Potency, µM (doses to about 46.1 µM), for inactives: top-dose activity, negative = cell killing, hits mostly cytotoxic. 55,000 tested, 0.97% active;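 also: potency is read from the fitted curve at half-maximal effect; 0% = DMSO only and -100% = full killing by 100 µM tamoxifen; nearly all actives have a fitted effect of over 50% in size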
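Temperature-shift cytotoxicity format: compound titrations on p53-null or A138V-expressing H1299 cells held 24 hr at 39C, cell ATP then measured, AC50 from Hill model.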
TSG101-PTAP inh – inhibitors of HIV-1 PTAP binding to human TSG101, validation; Fluorescence polarization, FITC-PTAP peptide/Tsg101, 20 min; Q99816; 44,000 tested, under 10 active; AID 1347069; Potency, µM (highest dose often 115 µM), for inactives: at the top dose activity change, negative = inhibition, actives largely listed as inhibitors; also: potency is read from the fitted curve at half-maximal effect; 0% is about no effect
Target sequence (Q99816 whole entry, looked up): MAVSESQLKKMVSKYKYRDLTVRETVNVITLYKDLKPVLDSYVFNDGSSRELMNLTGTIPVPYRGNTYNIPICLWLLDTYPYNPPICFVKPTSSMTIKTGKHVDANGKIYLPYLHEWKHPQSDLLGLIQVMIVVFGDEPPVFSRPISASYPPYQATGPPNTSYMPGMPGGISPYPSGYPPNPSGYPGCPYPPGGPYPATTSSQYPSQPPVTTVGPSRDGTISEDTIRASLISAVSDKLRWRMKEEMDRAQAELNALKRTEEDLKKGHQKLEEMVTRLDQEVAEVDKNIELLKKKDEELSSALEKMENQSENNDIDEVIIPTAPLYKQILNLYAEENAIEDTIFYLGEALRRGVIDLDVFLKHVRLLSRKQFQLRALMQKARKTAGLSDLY
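Fluorescence polarization binding of Tsg101 binding domain (10 uM final) to FITC-labeled PTAP-motif peptide (50 nM final) in HEPES pH 7.5/NaCl/Tween 20/EDTA/TCEP buffer; 20 min at r.t. Actives by curve class, <25 µM, efficacy <60% inhibition.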
B2AR arrestin ag – agonists recruiting beta-arrestin to human beta2-adrenergic receptor | Potency, µM (highest dose often 46.1 µM), inactives show at the highest dose activation, actives largely listed as activators | 44,000 tested, under 10 active | HTLA Tango cells, beta-arrestin recruitment, luciferase luminescence, 18 h;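 also: potency is read from the fitted curve at half-maximal effect; 0% = DMSO and full agonism = EC100 isoproterenol or metaproterenol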
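Tango cell line, 1% FBS DMEM; cpd titration up to 46 microM; 18 hr, 37 degrees C, 5% CO2. Luciferin/ATP substrate mix added, 15 min RT, luminescence. %Activity, CRC fitting, curve-class categorization.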
p53null 32C tox – p53 null cell cytotoxicity, permissive temperature; H1299-neo p53 null cells, ATP luminescence, 24 h, 32C; Potency, µM (series often up to 46.1 µM), for the others: top-dose activity change, negative = cytotoxicity, hits mostly cytotoxic; 55,000 tested, 0.62% active;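 also: potency is read from the fitted curve at half-maximal effect; 0% = DMSO only and -100% = full killing by 100 µM tamoxifen; nearly all actives have a fitted effect of over 55% in size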
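Luminescent ATP readout gave cell viability of p53-null H1299-neo cells after a 24 h compound exposure at the permissive 32C. Titrations ran up to 46 uM, and AC50s were fitted with the standard Hill equation.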
* hit, by the source's call; ? = inconclusive; [ ] = remark or other dose. Calls follow the shape of the dose curve; as a rule, active = well fitted curve in the direction sought with a large enough effect; inconclusive = small, poorly fitted or top-dose-only effect, or another doubt; inactive = no such curve, though single readings can be large; an effect the other way counts as inactive or inconclusive.

SMILES	NTMT1 inhibitor	FH mod	GALK inhibitor	p53null 39C tox	TSG101-PTAP inh	B2AR arrestin ag	p53null 32C tox
Cn1c(=NC(=O)c2ccc(S(=O)(=O)N3CCCc4ccccc43)cc2)sc2cc(F)ccc21	-9%	6%	-3%	-5%	0%	1%	6%
COc1cccc(CCNC(=O)c2cnc3sc(N4CCOCC4)nn3c2=O)c1	-4%	-19%	3%	-3%	-1%	1%	-9%
CCOC(=O)c1cc(-c2ccccc2)n(-c2cccc(C(=O)Nc3cccc(SC)c3)c2)c1C	8%	-14%	-1%	-11%	1%	3%	11%
COc1ccc(-c2cc(C(F)(F)F)c(C#N)c(SCC(=O)Nc3ccccc3F)n2)cc1	3%	-2%	0%	-15%	1%	1%	-3%
CCOc1ccc(-c2nnc(SCC(=O)NCCC(C)C)nc2-c2ccc(OCC)c(OC)c2)cc1OC	0%	-7%	-1%	13%	-2%	2%	2%
O=C(Cc1ccccc1)Nc1cccc(-c2nc3cccnc3s2)c1	18%	2%	0%	12%	-4%	-2%	-7%
CCOC(=O)Cn1c(=O)n(-c2cccc(Cl)c2)c2nc(-c3ccccc3Cl)nc(C(N)=O)c21	17%	?	-2%	18%	-8%	0%	-7%
O=C(O)c1ccc(NS(=O)(=O)c2ccc(Cl)c(C(=O)Nc3ccccc3)c2)cc1	8%	-7%	-21%	1%	0%	0%	2%
COc1ccc(-n2c(SCC(=O)NCc3ccccc3)nc3ccsc3c2=O)cc1	?	0%	0%	0%	-9%	0%	2%
CCS(=O)(=O)NCCc1sc2nc(-c3ccc(OC)cc3)nn2c1C	-1%	0%	2%	5%	-6%	-1%	-25%
O=C(NCc1ccccc1F)c1ccc(CSc2nc3cccnc3n2Cc2ccccc2)cc1	2%	-21%	6%	-9%	-2%	0%	9%
COc1ccc(-n2c(=O)c3c4c(sc3n(Cc3ccccc3Cl)c2=O)CCC4)c(OC)c1	19%	-17%	7%	-5%	-2%	2%	11%
CCN1CCN(c2ncnc3c2cnn3-c2ccc(C)c(Cl)c2)CC1	-1%	-11%	0%	11%	-15%	1%	3%
O=C(NCCc1ccccc1)c1ccc2c(c1)nc1n2CCOC1	3%	-9%	3%	10µM*	-3%	0%	7.9µM*
CC1CCN(C(=O)CCS(=O)(=O)c2cc3c(cc2Cl)NC(=O)CO3)CC1	-4%	-26%	4%	8%	3%	-1%	2%
Cc1nn(CCCC(=O)NCc2ccccc2)c(=O)c2nn(-c3ccccc3)c(C)c12	-5%	3%	1%	-24%	0%	-1%	14%
COCCNC(=O)CCCn1c(SCC(=O)c2ccc(Br)cc2)nc2c(sc3ccccc32)c1=O	3%	-10%	0%	-18%	1%	-1%	4%
Cc1ccc2cc3cc(C(=O)N4CCN(c5cccc(C(F)(F)F)c5)CC4)sc3nc2c1	13%	5%	2%	17%	3%	1%	-2%
Cc1ccc2[nH]c(CSc3nnc(NC(=O)COc4ccccc4C)s3)cc(=O)c2c1	14%	-1%	2%	13%	-1%	2%	3%
COCCN1Cc2cccc(C(=O)Nc3ccc(C)c(F)c3)c2C1=O	2%	2%	-2%	-25%	-2%	0%	-6%
CCCCc1nn2c(=O)cc(CN(CC)c3ccccc3)nc2s1	-5%	1%	-4%	7%	-1%	1%	1%
Cc1ccc(NC(=O)NCC2CCN(Cc3cccc(Cl)c3)CC2)cc1Cl	-12%	-19%	3%	?	-6%	1%	-6%
O=C(NCc1ccc(F)cc1)C1(c2cccs2)CCOCC1	7%	0%	0%	26%	0%	-4%	6%
COc1cc(C(=O)NCC(c2ccc3c(c2)OCO3)N2CCN(C)CC2)cc(OC)c1OC (centres undefined)	-2%	1%	2%	-3%	9%	?	?
CCOc1ccccc1C(=O)Nc1cccc(-c2nc3ccccc3s2)c1	?	-10%	-7%	-8%	5%	-4%	-17%

Record cards (already shown).
COCCN1Cc2cccc(C(=O)Nc3ccc(C)c(F)c3)c2C1=O is listed as NTMT1 inhibitor: 2%; FH mod: 2%; GALK inhibitor: -2%; p53null 39C tox: -25%; TSG101-PTAP inh: -2%; B2AR arrestin ag: 0%; p53null 32C tox: -6%
CCOc1ccccc1C(=O)Nc1cccc(-c2nc3ccccc3s2)c1 is listed as NTMT1 inhibitor: ?; FH mod: -10%; GALK inhibitor: -7%; p53null 39C tox: -8%; TSG101-PTAP inh: 5%; B2AR arrestin ag: -4%; p53null 32C tox: -17%

Other compounds follow.
SMILES	NTMT1 inhibitor	FH mod	GALK inhibitor	p53null 39C tox	TSG101-PTAP inh	B2AR arrestin ag	p53null 32C tox
Cc1ccc(Cl)cc1NC(=O)CCS(=O)(=O)c1ccc(Br)s1	15%	2%	-1%	-3%	-4%	-2%	11%
Cc1ccc2nc(CSc3nnc(NC(=O)c4cccc(Br)c4)s3)cc(=O)n2c1	-3%	-4%	1%	23%	0%	0%	-2%
O=c1c2c3c(sc2nnn1Cc1ccc(Br)cc1)CCCC3	8%	-3%	3%	9%	11%	-1%	3%
CCOC(=O)c1c(C)[nH]c(CCC(=O)Nc2ccccc2OCC)c1C	10%	-17%	-1%	5%	-1%	-1%	-1%
COc1ccc(CCNC(=O)CCS(=O)(=O)c2cc3c(cc2Cl)NC(=O)CO3)cc1OC	?	-8%	-2%	-11%	-8%	2%	3%
O=C1CCc2cc(S(=O)(=O)NCc3ccc(Cl)cc3)cc3c2N1CC3	-9%	-14%	5%	-2%	-7%	0%	-11%
CCOc1ccccc1CNC(=O)c1cc(-c2ccc(Cl)s2)nc2ccccc12	-4%	-31%	1%	-1%	3%	0%	-5%
COc1ccc(C)cc1NC(=O)Cn1c(=O)nc(-c2ccccc2F)c2cc(Cl)ccc21	0%	3%	1%	13%	-10%	0%	-1%
Cc1cccc(CSc2ncc(Cl)c(C(=O)Nc3sc4c(c3C(N)=O)CCCC4)n2)c1	19%	1%	-5%	-22%	-3%	-2%	1%
COc1ccc(CNC(=O)Cn2c(=O)c3cccn3c3cccnc32)cc1	-3%	-14%	5%	-1%	5%	1%	-5%
CC(=O)N1CCc2c(sc3nc(SCC(N)=O)n(-c4ccc(F)c(Cl)c4)c(=O)c23)C1	-2%	1%	-2%	-27%	-9%	1%	-4%
CCc1ccccc1Nc1nn2c(=O)c3ccc(C(=O)NC4CCCCC4)cc3nc2s1	-2%	0%	1%	-15%	-4%	-1%	2%
Cc1ccc2c(=O)cc(C(=O)Nc3ccc(S(=O)(=O)N(C)c4ccccc4)cc3)oc2c1C	7%	-10%	0%	4%	-1%	-2%	13%
CCCN(Cc1cccs1)C(=O)Nc1cc(Cl)ccc1C	9%	15%	4%	-10%	-6%	-3%	-11%
CCOC(=O)c1cccc(NC(=O)[C@H](CSCc2ccccc2)N2Cc3ccccc3C2=O)c1	2%	-20%	-1%	-18%	3%	1%	3%
Cc1ccc(C)c(N2CCN(c3nc4ccccc4n4nnnc34)CC2)c1	0%	-7%	6%	-28%	-5%	0%	-9%
COc1ccc(OC)c(Nc2ncnc3c2cnn3-c2cccc(Cl)c2)c1	-10%	-20%	-1%	-4%	-1%	2%	1%
COc1cccc(CNCCNC(=O)c2nonc2N)c1	1%	6%	2%	-20%	1%	0%	-1%
COc1ccc(-c2cc(C)no2)cc1S(=O)(=O)NC1CCC(C)CC1 (centres undefined)	5%	-14%	2%	29%	3%	-1%	1%
O=C(Nc1ccc(Br)cc1)N1CCC(CN2CCCC2)CC1	?	-1%	1%	-2%	-5%	-1%	-13%
Cc1ccc(CNC(=O)Cn2ncc3c(C)n(Cc4ccc(Cl)cc4)c(C)c3c2=O)cc1	-14%	3%	6%	?	-7%	-3%	-12%
CCOc1ccccc1C(=O)Nc1ccc2nc3c(c(Nc4ccc(OC)c(OC)c4)c2c1)CCCC3	-8%	-12%	-1%	?	-8%	-1%	?
COc1ccc(NS(=O)(=O)c2cc3[nH]c(=O)c(=O)[nH]c3cc2C)cc1Cl	-2%	-9%	-1%	4%	-3%	1%	3%
O=C(Cn1c(=O)n(-c2ccccc2)c(=O)c2ccc(C(=O)NCc3ccc4c(c3)OCO4)cc21)Nc1ccc(F)c(Cl)c1	6%	4%	-2%	-4%	3%	-2%	12%
Cc1ccc(NC(=O)c2cc(S(=O)(=O)N3CCC4(CC3)OCCO4)ccc2F)cc1Cl	5%	?	-3%	5%	0%	0%	5%

Next part.
SMILES	NTMT1 inhibitor	FH mod	GALK inhibitor	p53null 39C tox	TSG101-PTAP inh	B2AR arrestin ag	p53null 32C tox
Cc1ccc(C)c(NC(=O)c2cnn(-c3cccc(F)c3)c2C2CCN(C(=O)OC(C)(C)C)CC2)c1	5%	-18%	3%	45%	-5%	-1%	29%
COc1ccccc1N1CCN(C(=O)C2CCN(S(=O)(=O)c3cn(C)cn3)CC2)CC1	5%	-5%	-4%	-4%	0%	-1%	9%
CC(C)(C)C1CCc2c(sc(NC(=O)Cn3nnc(-c4cccc(C(F)(F)F)c4)n3)c2C#N)C1 (centres undefined)	6%	-17%	-1%	-4%	-10%	1%	-16%
O=C(NC1CCN(Cc2ccccc2)CC1)c1ccc(Cn2c(=O)c3ccccc3n(Cc3ccc(F)cc3)c2=O)cc1	0%	-10%	1%	4%	-3%	-2%	38%[activator]
Cc1ccc(NC(=O)Cn2cc3c(n2)CCC(C)C3)cc1C (centres undefined)	9%	9%	1%	-8%	1%	0%	-10%
CCN(CC)c1cc(C)c2cc(NC(=O)c3cccc(F)c3)ccc2n1	?	-22%	0%	-2%	-10%	1%	-1%
O=C(Cn1c(=O)n(Cc2ccccc2)c(=O)c2sc3ccccc3c21)Nc1ccccc1F	-21%	-4%	6%	-15%	0%	1%	-18%
COc1ccccc1N1CCN(C(=O)CCc2nnc3n(C)c(=O)c4sccc4n23)CC1	-24%	5%	0%	0%	-6%	0%	-22%
CCc1cccc(NC(=O)COc2cc(=O)n(CC)c3ccccc23)c1	16%	0%	0%	-9%	-1%	1%	-3%
CCCN(CCC)C(=O)c1c[nH]c2ccc(S(=O)(=O)N(C)c3ccc(Cl)cc3)cc2c1=O	16%	0%	4%	11%	1%	1%	7%
O=C(CCC1N=C2c3ccccc3N=C(SCc3cccc(F)c3)N2C1=O)NC1CCCCC1 (centres undefined)	0%	-2%	-1%	1%	-3%	-2%	3%
CC(=O)c1ccc(NC(=O)c2cc(S(=O)(=O)N3CCOCC3)ccc2C)cc1	6%	3%	-2%	-9%	1%	0%	2%
COc1ccccc1CNC(=O)c1cccn1-c1nnc(N2CCCC2)s1	-4%	-5%	0%	-3%	-6%	1%	-10%
COc1ccc(-n2nc(C(=O)Nc3cccc(C(F)(F)F)c3)c3c4ccccc4n(C)c3c2=O)cc1	-2%	5%	0%	-3%	0%	1%	9%
Cc1ccccc1-c1nc2scc(CCNS(=O)(=O)c3ccccc3)n2n1	-2%	-25%	-3%	-17%	-1%	-1%	-3%
Cc1ccc(Cl)cc1NS(=O)(=O)c1ccc2c(c1)NC(=O)CCS2	21%	-8%	2%	-18%	-9%	0%	-15%
O=[N+]([O-])c1ccc(S(=O)(=O)N2CCn3cccc3C2c2ccccc2F)cc1 (centres undefined)	-2%	-24%	-1%	11%	6%	-4%	-11%

These rows are one share of the data, so the mix of outcomes need not match the whole.
